# Compound activity as filed in PubChem.
# AmpC detergent: AmpC beta-lactamase inhibition with detergent present. P00811. AmpC hydrolysis of nitrocefin, absorbance 480 nm, 0.01% Triton. Potency, µM (highest dose often 114 µM), for the others: at the top dose activity change, negative = inhibition, most hits filed as inhibitors. 0.041% of 370,000 active. AID 485294;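 also: potency is read from the fitted curve at half-maximal effect; 0% = no-compound wells and -100% = no-enzyme wells; nearly all actives have a fitted effect of over 25% in size; some results filed as inactive show a strong effect at the top dose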
# Target sequence (P00811 whole entry, looked up): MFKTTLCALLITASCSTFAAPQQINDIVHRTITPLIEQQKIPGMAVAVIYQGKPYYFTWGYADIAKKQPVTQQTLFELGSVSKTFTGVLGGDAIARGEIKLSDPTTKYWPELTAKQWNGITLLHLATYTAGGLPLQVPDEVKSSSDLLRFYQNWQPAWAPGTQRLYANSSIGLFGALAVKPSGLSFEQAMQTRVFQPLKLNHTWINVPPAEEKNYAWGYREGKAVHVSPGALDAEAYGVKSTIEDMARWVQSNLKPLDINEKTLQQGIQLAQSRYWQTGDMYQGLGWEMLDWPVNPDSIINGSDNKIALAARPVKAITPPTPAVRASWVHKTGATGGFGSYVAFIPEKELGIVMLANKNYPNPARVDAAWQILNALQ
#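 20 mM phosphate pH 7.0 + 0.01% (detergent screen) or 0.0001% Triton X-100; 5.3 nM AmpC reagent; cpd preinc 15 min RT; nitrocefin (800 uM stock) to start; A480 q20 s × 4 min; Activity was normalised to no-enzyme and no-compound control wells.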
# AMA1 RON2 block: AMA1-RON2 (P. falciparum) interaction inhibition; AlphaScreen AMA1-biotinylated RON2 peptide binding; Potency, µM (top dose mostly 58.2 µM), for inactives: at the highest dose activity change, negative = inhibition, hits mostly inhibitors; 0.2% of 360,000 active; AID 720542;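 also: potency is read from the fitted curve at half-maximal effect; 0% = vehicle wells and -100% = peptide control; nearly all actives have a fitted effect of over 45% in size; some results filed as inactive show a strong effect at the top dose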
#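 AMA1 (3D7) with his tag at 25 nM final met compounds first, then biotinylated RON2 peptide at 25 nM; detection used donor plus acceptor beads, 10 µg/mL apiece, read by AlphaScreen after 30 min at room temperature.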
# LmPK inhibitor: LmPK (Leishmania mexicana) enzyme inhibition | 0.37% of 290,000 active | Q27686 | purified LmPK, Kinase-Glo ATP luminescence, 1 h | Potency, µM (titrated, usually from 57.5 µM), without a hit: at the highest dose activity change, negative = inhibition, hits mostly inhibitors | AID 1721; also: potency is read from the fitted curve at half-maximal effect
# Target sequence (Q27686 whole entry, looked up): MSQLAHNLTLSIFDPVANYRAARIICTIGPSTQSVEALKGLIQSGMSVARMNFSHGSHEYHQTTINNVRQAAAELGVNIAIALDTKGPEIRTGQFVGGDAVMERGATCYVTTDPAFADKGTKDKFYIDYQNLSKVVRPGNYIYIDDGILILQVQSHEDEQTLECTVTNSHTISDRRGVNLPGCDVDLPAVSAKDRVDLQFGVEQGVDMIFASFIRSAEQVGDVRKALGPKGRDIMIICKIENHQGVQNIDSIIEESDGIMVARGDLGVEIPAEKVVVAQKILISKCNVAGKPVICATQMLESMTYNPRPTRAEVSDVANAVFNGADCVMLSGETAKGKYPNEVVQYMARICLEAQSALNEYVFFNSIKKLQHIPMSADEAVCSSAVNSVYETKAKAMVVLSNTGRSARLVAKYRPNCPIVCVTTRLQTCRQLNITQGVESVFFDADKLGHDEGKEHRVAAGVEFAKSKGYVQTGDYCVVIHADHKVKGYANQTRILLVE
#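 ATP generated from ADP (0.1 mM) and PEP (0.5 mM) by 0.1 nM LmPK over 1 h at room temperature (pH 7.2 imidazole buffer) was detected by coupled luciferase luminescence. Values were normalized to uninhibited and no-enzyme wells.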
# HCMV inh: blocks human cytomegalovirus replication; HFF cells, HCMV-luciferase reporter, 72 h; active compounds read low; activity change, negative = inhibition, % at 57.5 µM; 4.5% of 410,000 active; in the data active = activity change below about -60%; inconclusive = no clear call, values can overlap the other calls; inactive = above about -39%
#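 Steps: HFFs plated, 16 h 37C; compounds added; HCMV-luciferase added to MOI 1 PFU/cell; 72 h 37C; OneGlo reagent, 5 min room temperature; luminescence read, normalized to controls.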
# TbPYK inhibitor: inhibitors of Trypanosoma brucei pyruvate kinase. TbPYK enzyme, Kinase-Glo Plus ATP luminescence, 45 min. Potency, µM (titrated, usually from 76.8 µM), for inactives: at the highest dose activity, negative = inhibition, usual class: inhibitors. 0.12% of 410,000 active; also: potency is read from the fitted curve at half-maximal effect; nearly all actives have a fitted effect of over 50% in size
#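 In this concentration-response screen, enzyme-free wells defined baseline while DMSO plates tracked drift. Each reaction combined TbPYK, substrate, compound and 130 uM ADP for 45 min at room temperature. Kinase-Glo Plus luminescence gave the signal.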
# AmpC no deterg: blocks E. coli AmpC beta-lactamase in detergent-free assay; P00811; AmpC nitrocefin hydrolysis, absorbance 480 nm, 0.0001% Triton; Potency, µM (series often up to 57.1 µM), without a hit: at the top dose activity change, negative = inhibition, actives largely listed as inhibitors; 0.52% of 330,000 active;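 also: potency is read from the fitted curve at half-maximal effect; plate controls were no compound for no effect and no enzyme for full effect; nearly all actives have a fitted effect of over 20% in size; some results filed as inactive show a strong effect at the top dose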
#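 AmpC (5.3 nM in the dispensed reagent) in 20 mM phosphate pH 7.0 with 0.01% (detergent screen) or 0.0001% Triton X-100 was preincubated with compounds for 15 min at room temperature. Nitrocefin was then added from an 800 uM solution, and hydrolysis was followed at 480 nm.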
# Sm TGR inh: S. mansoni TGR enzyme inhibition. AID 485364. 3% of 360,000 active. Potency, µM (titrated, usually from 114 µM), without a hit: top-dose activity change, negative = inhibition, usual class: inhibitors. purified TGR, DTNB reduction, TNB absorbance 405 nm. Q962Y6; also: potency is read from the fitted curve at half-maximal effect; nearly all actives have a fitted effect of over 60% in size
#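 Kinetic colorimetric format: TGR-catalysed, NADPH-driven DTNB reduction monitored via TNB absorbance. Enzyme dispensed at 20 nM; compound exposure 15 min at room temperature before reaction start.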
# An asterisk follows results filed as active; ? = inconclusive; · = no result given; [ ] = dose if it differs, or a comment. Unless noted, calls follow the shape of the dose curve; as a rule, active = well fitted curve in the direction sought with a large enough effect; inconclusive = small, poorly fitted or top-dose-only effect, or another doubt; inactive = no such curve, though single readings can be large; an effect the other way counts as inactive or inconclusive. Unless noted, % is scaled to controls: 0 for no effect and ±100 for the full control effect. Rows were taken by chance; 7.4% or so of the library scored in one or more.
SMILES,AmpC detergent,AMA1 RON2 block,LmPK inhibitor,HCMV inh,TbPYK inhibitor,AmpC no deterg,Sm TGR inh
Cc1sc2nc(CSc3ccccc3)nc(N3CCOCC3)c2c1C,-11%,-19%,1%,-26,-1%,-4%,4%
COC(=O)c1cc2c(cc1[N+](=O)[O-])OCO2,3%,0%,-9%,17,0%,-37%,5%
Cc1ccc([N+](=O)[O-])cc1NC(=O)C(C)N1CCCCC1 (stereo not drawn),-8%,7%,8%,52,1%,-24%,0%
O=C(CN1CCSc2ccccc21)N1CCCCC1,18%,·,·,20,2%,·,2%
COc1ccc(C(=O)NNC(=O)c2ccc3ccccc3n2)cc1,4%,54%[activator],·,-88*,-8%,-28%,1%
CC1CCC(NC(=O)CCNC(=O)c2ccccc2)CC1 (stereo not drawn),-10%,10%,-2%,-23,-21%,-18%,8%
Cc1cc(=O)n(-c2ccc3ccccc3n2)[nH]1,1%,57%[activator],-10%,-39,-3%,-20%,14%
CCCc1cc(N2CCCC(C(=O)Nc3ccc(OC)cc3OC)C2)n2ncnc2n1 (stereo not drawn),?,-6%,4%,?,0%,13%,4%
O=C(Nc1ccc(C(=O)N2CCCC2)cc1)c1ccc2c(c1)OCO2,?,5%,16µM*,52,1%,-20%,-18%
COc1cccc(-c2nnn(CC(=O)O)n2)c1,1%,-6%,-2%,29,-2%,-14%,0%
Cn1c(NCCc2ccccc2)cc(=O)n(C)c1=O,4%,3%,3%,65,2%,-8%,5%
COc1cc(C(=O)Nc2ccccc2N2CCOCC2)ccc1OCc1c(C)noc1C,?,-2%,2%,-10,2%,117%[activator],-3%
Cn1nc(C(C)(C)C)c(NC(=O)c2sccc2Cl)c1C(C)(C)C,-3%,7%,-1%,-8,2%,18%,2%
CC(=O)Nc1c2c(nn1-c1cccc(Cl)c1)CS(=O)(=O)C2,-14%,-2%,3%,?,2%,-18%,-35%
O=C(CSc1ncccn1)NCCc1ccccc1,?,-4%,-4%,12,4%,-14%,1%
CCN1C[C@@H]2[C@@H]3C(=O)N(Cc4ccccc4)C(=O)[C@@H]3[C@](C)(C(=O)OC)N2C1=NC,·,-2%,·,·,1%,-1%,·
O=C(CCCOc1ccc(Cl)cc1Cl)NCCCn1ccnc1,-7%,-8%,-2%,-27,-11%,33%,·
CCC(C)NC(=O)CCC(=O)Nc1ccc2nc(N3CCOCC3)cc(C)c2c1 (stereo not drawn),-8%,-4%,1%,101,3%,-13%,3%
CCNC(=S)Nc1cc2oc3ccccc3c2cc1OC,7%,1%,-7%,0,9%,-31%,26%
CC1CCCN(S(=O)(=O)c2ccc(NC(=O)C3CCN(C(=O)C(C)(C)C)CC3)cc2)C1 (stereo not drawn),2%,-8%,·,?,-2%,91%[activator],-16%
COC(=O)CCC(=O)OC1(C)C(=O)C=C2C=C(C3CC3)N(CCN3CCOCC3)C=C2C1=O (stereo not drawn),-6%,1%,-7%[11.5 µM],15,1%,28%,7%
Cc1cc(C)nc(SCC(=O)OCC(=O)N(C)c2c(N)n(Cc3ccccc3)c(=O)[nH]c2=O)n1,-14%,18%,4%,-8,2%,-42%,-3%
CC1c2[nH]c3ccccc3c2C[C@H]2C(=O)N(CCCO)CC(=O)N12 (stereo partly drawn),-8%,-3%,9%,-5,6%,-3%,-3%
O=c1cc(CN2CCN(S(=O)(=O)c3ccccc3)CC2)nc2ccc(Cl)cn12,6%,-5%,·,-39,-4%,9%,30%
O=C(Cc1ccc(Cl)cc1)Oc1cccc2cccnc12,-14%,-7%,1%,·,-2%,9%,1%
C[C@@H]1C=C(C(=O)NCc2nc3ccccc3[nH]2)O[C@H](OCc2ccc(CO)cc2)C1,-4%,53%[activator],3%,6,-2%,-20%,-20%
Cc1ccc(O)c(CO)n1,3%,-7%,-1%,0,-4%,0%,4%
CN(C)c1ccc(/C=N\NC(=O)c2csnn2)cc1,-10%,6%,-27%,94,-13%,-16%,-15%
Cc1ccc(NC(=O)Nc2ncccc2C)cc1,?,5%,-15%,136,0%,-7%,-3%
CCCCn1c(=O)c2oc3ccccc3c2n(Cc2cccc(F)c2)c1=O,8%,·,·,-33,-4%,·,-2%
CSc1nc(=O)n(-c2ccccc2)c(C)c1C(C)=O,?,0%,-1%,0,4%,-13%,-7%
COc1ccc(Cl)cc1NC(=O)C1CCCN(S(=O)(=O)c2cccc3nonc23)C1 (stereo not drawn),-14%,12%,5%,-1,-3%,-18%,-2%
CCN1CCN(Cc2c(C)[nH]c3ccc(C(=O)OC)cc3c2=O)CC1,-14%,4%,3%,121,0%,-9%,-20%
COc1ccc(C2/C(=C(/O)c3ccc(OC(C)C)cc3)C(=O)C(=O)N2CCCN2CCOCC2)cc1 (stereo not drawn),-19%,-8%,0%,37,-3%,-39%,20µM*
Cc1ccc(F)cc1NC(=O)N1CCCN(C(=O)OC(C)(C)C)CC1,-1%,-11%,-1%,-17,2%,-13%,5%
CN(C)S(=O)(=O)Oc1ccc(Cl)cc1C(=O)Nc1ccc(F)cc1F,3%,7%,6%,-30,0%,10%,14%
CCc1ccccc1NC(=O)c1onc(C)c1Cl,-3%,3%,4%,66,-1%,-18%,7%
CCOCCCNC(=O)C(c1ccccc1)N(Cc1ccc2c(c1)OCO2)C(=O)CNC(C)=O (stereo not drawn),2%,-10%,-7%,-4,1%,49%,-6%
CCn1c(CN2CCCCC2)nc2cc(NC(=O)COc3ccccc3C(C)(C)C)ccc21,-3%,·,·,4,0%,·,0%
O=C(CNC(=O)c1ccc(Cl)cc1)Nc1ccc(S(=O)(=O)Nc2ncccn2)cc1,0%,-17%,5%,-10,0%,-13%,-4%
CCN(CC)C(=O)Cn1ncc2c1-c1ccccc1OC2,?,6%,-3%,-2,7%,-3%,1%
N#CCCN(C(=O)COC(=O)c1ccc(Cl)nc1)c1ccc2c(c1)OCCO2,·,23%,·,18,-2%,·,·
COc1cc(/C=C/C(=O)OC(C)C(=O)Nc2c(C)n(C)n(-c3ccccc3)c2=O)ccc1OCC#N (stereo not drawn),2%,14%,4%,-15,-1%,20%,57%[activator]
O[C@H]1CN(CC2CCCCC2)[C@@H](c2ccc(Cl)cc2)C[C@@H]1n1cc(C2CC2)nn1,·,-6%,·,-71*,-14%,·,·
CCOc1ccc(C(=O)Nc2ccccc2C#N)cc1[N+](=O)[O-],-11%,-7%,-2%,-12,-6%,-22%,2%

# Single records, as listed above. Order of screens: AmpC detergent	AMA1 RON2 block	LmPK inhibitor	HCMV inh	TbPYK inhibitor	AmpC no deterg	Sm TGR inh
# Shown for Cc1cc(=O)n(-c2ccc3ccccc3n2)[nH]1 = 1%	57%[activator]	-10%	-39	-3%	-20%	14%
# Shown for CSc1nc(=O)n(-c2ccccc2)c(C)c1C(C)=O = ?	0%	-1%	0	4%	-13%	-7%

# Next part
SMILES,AmpC detergent,AMA1 RON2 block,LmPK inhibitor,HCMV inh,TbPYK inhibitor,AmpC no deterg,Sm TGR inh
COc1cccc(Cn2c(C)c(CNCc3ccccc3Cl)c(C(=O)O)c2C)c1,11%,·,·,10,6%,·,-5%
Cc1ccc(S(=O)(=O)NCc2csc(C)n2)cc1,-9%,4%,2%,?,1%,7%,-5%
O=C(Nc1ccccc1C(=O)N1CCOCC1)c1ccc(Br)cc1,-1%,18%,-5%,·,2%,-5%,-6%
O=C(COc1ccccc1)N1N=C(c2cccnc2)CC1(O)C(F)(F)F (stereo not drawn),-4%,5%,6%,23,-16%,-19%,10%
CC1CCCC(C)N1C(=O)c1cc(-c2ccc(Cl)c(Cl)c2)on1 (stereo not drawn),?,19%,-1%,72,-3%,-16%,-17%
O=C(NCc1cccs1)[C@@H]1CSC2c3ccccc3C(=O)N21 (stereo partly drawn),-11%,-1%,5%,-18,-6%,-50%,18%
CNC(=S)NNC(=O)c1noc(C)c1C(=O)N1CCN(C(c2ccccc2)c2ccccc2)CC1,4%,108%[activator],-3%,-23,-3%,-16%,1%
COc1ccccc1NC(=O)Cn1c(=O)n(CC2CCC(C(=O)NCCc3ccccc3)CC2)c(=O)c2ccccc21 (stereo not drawn),13%,·,·,48,-4%,·,0%
COc1ccc(CCNCc2ccc(OCC(=O)N3CCCCC3)c(OC)c2)cc1OC,-10%,5%,5%,?,-4%,10%,-2%
Fc1cccc2ncnc(OCc3ccccc3)c12,-6%,13%,-5%,2,-4%,1%,0%
CCOc1ccccc1CNC(=O)CSc1n[nH]c(-c2ccccc2)n1,19%,·,·,-16,-4%,·,6%
CC(C)C[C@H]1CN([C@@H](CC(C)C)CN2CCC[C@H]2CN2C(=O)C(=O)NC[C@@H]2Cc2ccc(O)cc2)C(=O)C(=O)N1CC1CCCCC1,·,-10%,·,-10,2%,·,·
COc1cccc(NC(=O)CN(C)C(=O)c2ccc(OCc3ccccc3)c(OC)c2)c1,-10%,-11%,·,-29,-6%,46%,-2%
COC(=O)C1=C(C)n2nnnc2NC1c1cc2ccccc2o1 (stereo not drawn),-16%,-3%,1%,18,6%,1%,-6%
Cn1c(=O)n(C)c2cc(S(=O)(=O)N3CCCc4ccccc43)ccc21,1%,-2%,1%,96,-6%,98%[activator],-11%

# Grouped by structure: those above with a furan ring, fused or not
SMILES,AmpC detergent,AMA1 RON2 block,LmPK inhibitor,HCMV inh,TbPYK inhibitor,AmpC no deterg,Sm TGR inh
CCNC(=S)Nc1cc2oc3ccccc3c2cc1OC,7%,1%,-7%,0,9%,-31%,26%
CCCCn1c(=O)c2oc3ccccc3c2n(Cc2cccc(F)c2)c1=O,8%,·,·,-33,-4%,·,-2%
COC(=O)C1=C(C)n2nnnc2NC1c1cc2ccccc2o1 (stereo not drawn),-16%,-3%,1%,18,6%,1%,-6%

# Next section.
SMILES,AmpC detergent,AMA1 RON2 block,LmPK inhibitor,HCMV inh,TbPYK inhibitor,AmpC no deterg,Sm TGR inh
O=C(c1ccc(-n2cncn2)c2ccoc12)N1CCOCC1,·,-3%,·,-6,4%,·,·
O=C(COC(=O)C12CC3CC(CC(C3)C1)C2)Nc1ccc([N+](=O)[O-])cc1Br,-4%,-4%,4%,-10,-10%,-34%,1%
CC12CCC(C(=O)Nc3ccc(SC(F)F)cc3)(CC1=O)C2(C)C (stereo not drawn),-9%,23%,-1%,-27,3%,-8%,5%
NN=C(c1ccccc1)c1ccccc1,·,-14%,·,26,-3%,·,·
Cc1cc2c(c(SCC(=O)NCc3ccccc3Cl)n1)C(=O)OC2,4%,-5%,3%,-8,3%,-13%,7%
CCCCc1nc2ccccc2c(NC(=O)CN(CC)CC)c1CCC,?,-8%,2%,31,2%,26%,2%
